Screening data from PubChem BioAssay.
ATXN2 expr inh: inhibitors of ATXN2 expression; HEK-293 ATXN2-luciferase reporter, luminescence, 24 h; Potency, µM (highest dose often 57 µM), for the others: at the top dose activity change, negative = inhibition, most hits filed as inhibitors; actives 0.72% (n = 360,000); note: potency is the fitted concentration of half-maximal effect; % is set by controls: 0 for no effect and ±100 for the full control effect; nearly all actives have a fitted effect of over 55% in size
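ATXN2-luciferase reporter cells (luciferase flanked by upstream and downstream ATXN2 gene portions) were treated 24 h at 37 °C with compounds at up to 57 uM. SteadyGlo luminescence gave expression; GF-AFC fluorescence gave viability.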
A549 tox: A549 cytotoxicity, counter-screen for Nrf2 inhibitors | A549 ARE-Fluc cells, CellTiter-Fluor viability, 18-24 h | Potency, µM (top dose mostly 46 µM), for inactives: at the top dose activity change, negative = cytotoxicity, actives largely listed as inhibitors | actives 0.16% (n = 390,000) | AID 504648; note: potency is the fitted concentration of half-maximal effect; % is set by controls: 0 for no effect and ±100 for the full control effect
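A549 ARE_Fluc cells in 5% FBS OPTI-MEM were exposed to compounds in concentration-response for 18-24 h at 37 deg C. Viability was read by CellTiter-Fluor fluorescence (Ex 405/Em 525) after 30 min, before the luciferase read.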
Nrf2 activator: activators of Nrf2 (ARE) signaling | AREc32 ARE-luciferase reporter (MCF7-derived line), luminescence, 24 h | Potency, µM (titrated, usually from 46.1 µM), for inactives: top-dose activation, hits mostly activators | actives 0.31% (n = 410,000) | AID 624171; note: potency is the fitted concentration of half-maximal effect; % of control where 0% means no effect; nearly all actives have a fitted effect of over 65% in size
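For detection, Steady-Glo was added and plates sat 30 min at RT; before that, AREc32_Fluc cells grown overnight in OPTI-MEM/5% FBS had been treated with 23 nL compound for 24 hr at 37 deg C.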
TGFb inhibitor: blocks TGF-b signaling; HepG2 CAGA-GFP TGF-b/SMAD3 reporter, GFP fluorescence, 18 h; TGF-beta stimulated, 500 pg/mL final; Potency, µM (doses to about 46.1 µM), inactives show top-dose activity, negative = inhibition, actives largely listed as inhibitors; actives 1.2% (n = 410,000); AID 588855; note: potency is the fitted concentration of half-maximal effect; % is set by controls: 0 for no effect and ±100 for the full control effect; nearly all actives have a fitted effect of over 65% in size
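Using HEPG2 CAGA-GFP reporter cells at 1000 cells/well, we pinned test compounds, stimulated with recombinant TGF-beta (500 pg/mL final) and measured total well GFP after 18 h.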
Nrf2 block: blocks Nrf2 signaling; A549 ARE-Fluc reporter, luciferase luminescence, 18-24 h; Potency, µM (titrated, usually from 46 µM), inactives show at the top dose activity change, negative = inhibition, actives largely listed as inhibitors; actives 2.1% (n = 360,000); note: potency is the fitted concentration of half-maximal effect; % is set by controls: 0 for no effect and ±100 for the full control effect; nearly all actives have a fitted effect of over 60% in size
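Quantitative HTS in A549 cells stably bearing an antioxidant response element-firefly luciferase construct. Inhibition of Nrf2-driven transcription was scored by luminescence after 18-24 h of compound exposure at 37 °C.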
IL-1B inflam inh: inflammasome signaling inhibition, IL-1 beta readout; actives 4.7% (n = 360,000); activity change, % at 57.5 µM; THP-1 LPS/ATP IL-1B secretion, AlphaLISA, 16 h; stronger effect = lower value; AID 743279; in the data active = activity change below about -50%; inconclusive = mostly about -30% to -49%; note: % is set by controls: 0 for no effect and ±100 for the full control effect
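Secreted IL-1B measured by AlphaLISA bead assay after 16 h compound exposure of THP-1 cells; compounds (final up to 57.5 uM) added 1 h before LPS (250 ng/mL) and ATP (1.25 mM) stimulation; lower signal means less secretion.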
HepG2 tox: counter-screen for TGF-b inhibitors: cytotoxicity in HepG2 cells; HepG2 CAGA-GFP viability, ATP luminescence, 18 h; Potency, µM (series often up to 46.1 µM), for the others: top-dose activity change, negative = cytotoxicity, actives largely listed as cytotoxic; actives 0.76% (n = 410,000); note: potency is the fitted concentration of half-maximal effect; some results filed as inactive show a strong effect at the top dose
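CellTiter-Glo luminescence gave cytotoxicity after 18 hours at 37 degrees C. The cells were HepG2 CAGA-GFP in 1% FBS DMEM, stimulated with 500 pg/mL TGF-beta after compound addition. %Activity was normalised to no-cell wells (complete cell-killing) and DMSO (no toxicity), and curves were fitted and classified.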
S2 tox: cell viability loss in ATXN counter-screen. S2 cells (HEK-293 line with an ATXN2-luciferase reporter) viability, CellTiter-Fluor protease fluorescence, 24 h. actives 0.49% (n = 400,000). Potency, µM (doses to about 56.7 µM), actives largely listed as cytotoxic; note: potency is the fitted concentration of half-maximal effect; nearly all actives have a fitted effect of over 40% in size
MCF10A rereplic: induces DNA re-replication in MCF 10a normal breast cells; MCF 10A DNA re-replication, Hoechst nuclear intensity, 48 h; Potency, µM (titrated, usually from 46.1 µM), without a hit: top-dose activity, positive = re-replication, actives largely listed as activators; actives 2.9% (n = 350,000); AID 624296; note: potency is the fitted concentration of half-maximal effect; % of control where 0% means no effect; nearly all actives have a fitted effect of over 50% in size
* = called active by the depositor; i = inactive; ? = inconclusive; · = not tested or not shown; [ ] = dose if it differs, or a comment. Unless noted, calls come from the whole dose curve; as a rule, active = well fitted curve in the direction sought with a large enough effect; inconclusive = small, poorly fitted or top-dose-only effect, or another doubt; inactive = no such curve, though single readings can be large; an effect the other way counts as inactive or inconclusive.

| molecule | Nrf2 block | ATXN2 expr inh | IL-1B inflam inh | S2 tox | TGFb inhibitor | MCF10A rereplic | Nrf2 activator | HepG2 tox | A549 tox |
| --- | --- | --- | --- | --- | --- | --- | --- | --- | --- |
| Cc1ccc(S(=O)(=O)N(CC2CO2)c2cc(Cl)ccc2Cl)cc1 (stereo unspecified) | -21% | 12% | -4 | i | ? | ? | 5.0% | -21% | -11% |
| Cc1cccc(CN2C3=NCCCN3c3ccccc32)c1 | -17% | -28% | -4 | i | -1% | -10% | 0.2% | -26% | -2% |
| COC(=O)c1ccccc1S(=O)(=O)N1CCC(C(=O)Nc2ccccc2N2CCOCC2)CC1 | 1% | 1% | -19 | i | -18% | 2% | -0.1% | -17% | 0% |
| COc1ccc(CCNC(=O)/C(C#N)=C/c2ccc(OCC(=O)NCC3CCCO3)cc2)cc1OC (stereo unspecified) | 6% | 13% | 9 | i | -4% | ? | 0.8% | -5% | -1% |
| Nc1c(S(=O)(=O)c2ccccc2)c2nc3ccccc3nc2n1Cc1ccco1 | 26µM* | -14% | -26 | i | 0% | ? | 0.3% | -15% | ? |
| CCc1c(C)nc2ncnn2c1N1CCC(C(=O)N2CCN(c3ccc(F)cc3)CC2)CC1 | · | -31% | -13 | i | ? | -2% | 0.2% | -1% | -1% |
| COc1ccc2cc(C(C)c3nc4ccccc4c(=O)n3N)ccc2c1 (stereo unspecified) | -7% | -3% | 1 | i | -28% | ? | 6.7% | -70% | 3% |
| CCOC(=O)c1cnc2ccc(OCC)cc2c1Nc1ccc(OCc2ccccc2Cl)cc1 | 21µM* | -10% | · | i | -18% | · | 0.1% | -25% | -16% |
| Cc1cc2oc(C(=O)N(Cc3ccccc3)c3ccccn3)cc(=O)c2cc1Cl | 5% | -12% | 33 | i | 3% | 2% | 0.7% | -16% | 3% |
| CC1CCCCN1CCn1c(=S)[nH]c2cc3c(cc2c1=O)OCO3 (stereo unspecified) | -15% | -17%[11.3 µM] | -1 | i | 0% | 4% | 3.1% | -3% | -1% |
| NS(=O)(=O)c1ccc(O)c(N2C(=O)c3cccc4c(C(=O)O)ccc(c34)C2=O)c1 | 15% | -2% | 0 | i | 5% | ? | 0.0% | 0% | -6% |
| CCCCC1CC(CSc2ncn[nH]2)OC1=O (stereo unspecified) | 1% | 7% | -3 | i | -3% | 6% | -0.9% | 3% | -9% |
| CC(C)C[C@H]1COCCS(=O)(=O)N1Cc1cccc(Cl)c1 | -4% | -10% | 9 | i | 7% | 8% | -0.3% | -30% | 0% |
| CCN1CCN(C(c2ccccc2Cl)c2c(O)cc(C)n(Cc3ccco3)c2=O)CC1 (stereo unspecified) | · | · | · | · | -3% | · | -1.1% | 4% | 3% |
| CCc1nnc(NS(=O)(=O)c2ccc(NC(=O)c3cccc(Cl)c3)cc2)s1 | 1% | · | 16 | · | 12% | ? | 2.8% | 3% | -3% |
| Cc1ccc(C2C3=C(CC(C)(C)CC3=O)N=C3c4ccccc4C(=O)C32)cc1 (stereo unspecified) | ? | ? | -53* | ? | ? | 25% | -0.1% | -40% | ? |
| COC(=O)c1ccc(NC(=O)Nc2ccc(F)cc2)cc1 | -23% | 21% | ? | i | -4% | ? | 3.0% | -2% | -4% |
| O=C(c1ccc(F)cc1F)N1CCCC(c2nc(-c3ccc(F)cc3)no2)C1 (stereo unspecified) | ? | -17% | -21 | i | ? | 19% | 2.1% | -22% | 2% |
| O=C(c1ccccc1-n1cccc1)N1N=C(C(F)F)CC1(O)C(F)F (stereo unspecified) | -2% | 8% | -5 | i | -5% | -4% | 5.1% | 1% | -1% |
| Cc1ccc2c(Cl)cc(Cl)c(OCC(=O)Nc3cccc(S(=O)(=O)N(C)C)c3)c2n1 | 11% | -10% | 24 | i | 11% | 5% | 2.6% | 0% | -1% |

The listing continues.
| molecule | Nrf2 block | ATXN2 expr inh | IL-1B inflam inh | S2 tox | TGFb inhibitor | MCF10A rereplic | Nrf2 activator | HepG2 tox | A549 tox |
| --- | --- | --- | --- | --- | --- | --- | --- | --- | --- |
| CC(=O)Nc1ccc(S(=O)(=O)N(C2=NCC(C)S2)c2ccccc2)cc1 (stereo unspecified) | · | 5% | 23 | i | ? | 12% | -0.4% | 9% | 2% |
| Fc1cccc(Cl)c1CNc1ccc(N2CCCC2)cc1 | -25% | 13%[11.3 µM] | -19 | · | ? | -1% | 5.9% | 1% | -18% |
| CCOc1ccc(NC(=O)CN2C(=O)C3CCCN3C2=O)cc1 (stereo unspecified) | 29% | 14% | -1 | i | 0% | 2% | 0.7% | 0% | 9% |
| COc1ccc(NC(=O)NNC(=O)c2ccc(Cl)cc2Cl)cc1OC | -1% | -15% | -3 | i | 6% | 2% | -0.5% | -1% | -5% |
| COc1ccc(NS(=O)(=O)c2cc(NC(=O)C3CC3)ccc2N2CCOCC2)cc1 | -1% | -12% | -3 | ? | 22% | 2% | 1.8% | 7% | -14% |
| Cc1cc(C(=O)N(C)C)sc1-c1ccccc1 | ? | 33% | -10 | i | 2% | 14% | 2.3% | -13% | -8% |
| Cc1c(CCC(=O)NCCc2ccc(Cl)cc2)c(=O)oc2c(C)c(O)ccc12 | -20% | -14% | · | i | 2% | · | -0.9% | -2% | -4% |
| Cc1nc2ccc(NC(=O)Cc3ccc(Br)cc3)cc2s1 | 4% | -9% | -11 | i | -3% | -2% | -0.5% | -7% | 6% |
| O=C(NNS(=O)(=O)c1ccc(F)cc1)c1cccc(O)c1 | 6% | -5% | 20 | i | -2% | -2% | -0.4% | 0% | -8% |
| OCC[C@H]1C[C@H](O)[C@@H](O)[C@@]2(Cc3ccccc3CCO2)O1 | 7% | 0% | 5 | i | 0% | ? | 0.4% | 1% | 6% |
| CCCCCn1c(=O)c(F)cn(Cc2ccc(OC)c([N+](=O)[O-])c2)c1=O | -3% | -14% | 2 | i | 0% | 1% | 0.2% | 3% | 1% |
| CN(CC1CCN(CCc2cccc(C(F)(F)F)c2)CC1)C(=O)c1ccc(F)cc1F | -12% | -12% | -51* | i | ? | 7% | 3.1% | -35% | -7% |
| CC(=O)Oc1ccc(C(=O)[C@H]2[C@H]3C(=O)N(c4ccc(C)cc4)C(=O)[C@H]3[C@@H]3C=CC=NN32)cc1 | 5% | 8% | 16 | i | 2% | 2% | 5.7% | -17% | -11% |
| COc1ccccc1-c1cccc(-c2nc(C(=O)Nc3nccs3)cc3c2[C@@H](CCO)N(C(C)=O)C3)c1 | · | -37% | -7 | i | · | · | -0.7% | · | · |
| c1ccc(CSCCc2ccncc2)cc1 | ? | -4% | -6 | i | -16% | -3% | 3.3% | -18% | 2% |
| Cc1nn(-c2ccccc2)c(OC(=O)c2cccc(Br)c2)c1S(=O)(=O)c1ccccc1 | 1% | 7% | · | i | 3% | · | -1.1% | -1% | 1% |
| CC1CCN(C(=O)c2nc[nH]c2C(=O)O[C@H](C)c2ccccc2)CC1 | 0% | -1% | 8 | i | 1% | ? | 0.2% | 8% | 3% |
| COc1ccc2[nH]c(C(=O)N3CCNCC3)cc2c1OC | -5% | -4% | 12 | i | 1% | ? | 1.9% | -10% | 8% |
| C[C@@H]1CCCCO[C@@H](CN(C)C(=O)C2CCCCC2)[C@@H](C)CN([C@H](C)CO)C(=O)c2cc(NC(=O)NC3CCCCC3)ccc2O1 | · | ? | -15 | ? | -8% | · | -0.3% | -45% | · |
| Cc1noc(C)c1-c1ccc(C(=O)NCc2ccc(Cl)cc2)c2occc12 | · | 36%[activator] | ? | i | -4% | · | 15% | -43% | · |

Copied from the list.
`Cc1c(CCC(=O)NCCc2ccc(Cl)cc2)c(=O)oc2c(C)c(O)ccc12` @ HepG2 tox: -2%
`Cc1nn(-c2ccccc2)c(OC(=O)c2cccc(Br)c2)c1S(=O)(=O)c1ccccc1` @ Nrf2 activator: -1.1%
`C[C@@H]1CCCCO[C@@H](CN(C)C(=O)C2CCCCC2)[C@@H](C)CN([C@H](C)CO)C(=O)c2cc(NC(=O)NC3CCCCC3)ccc2O1` @ IL-1B inflam inh: -15
`CC(=O)Oc1ccc(C(=O)[C@H]2[C@H]3C(=O)N(c4ccc(C)cc4)C(=O)[C@H]3[C@@H]3C=CC=NN32)cc1` @ HepG2 tox: -17%
`COc1ccc(NC(=O)NNC(=O)c2ccc(Cl)cc2Cl)cc1OC` @ HepG2 tox: -1%

(further entries)
| molecule | Nrf2 block | ATXN2 expr inh | IL-1B inflam inh | S2 tox | TGFb inhibitor | MCF10A rereplic | Nrf2 activator | HepG2 tox | A549 tox |
| --- | --- | --- | --- | --- | --- | --- | --- | --- | --- |
| CC1(c2ccc(OC(F)F)cc2)NC(=O)N(CC(=O)Nc2ccc(OC(F)F)cc2)C1=O (stereo unspecified) | -14% | -15% | 21 | i | ? | 4% | 2.8% | -17% | 1% |
| COC(=O)[C@@H](Cc1ccccc1)NC(=O)CC[C@H]1O[C@@H](n2cc(C)c(=O)[nH]c2=O)C[C@@H]1O | 19% | 8% | 12 | i | -4% | -11% | -0.7% | -5% | -6% |
| CN(C)S(=O)(=O)c1ccc(C(=O)NCc2ccco2)cc1 | -1% | 8% | -3 | i | 0% | 11% | 0.2% | 1% | -1% |
| CN(C)S(=O)(=O)c1cccc(C(=O)NCC2CCCCC2)c1 | 2% | 3% | 1 | i | 8% | 8% | 3.2% | -11% | 3% |
| CC1(C)NC(=O)N(CC(=O)N2CCN(S(=O)(=O)c3ccccc3C(F)(F)F)CC2)C1=O | -2% | -7% | 21 | i | ? | -4% | 0.6% | -18% | -12% |
| CN(C)C(=O)c1cccc(-c2cnc3sc(NCc4ccc5c(c4)OCO5)nn23)c1 | · | -19% | ? | ? | 10µM* | · | 0.4%[9.22 µM] | -50% | · |
| O=[N+]([O-])c1cccc(CSC2=NCCN2S(=O)(=O)c2ccccc2)c1 | ? | -21% | ? | i | -13% | -5% | 0.4% | -24% | 9% |

Limited to A549 tox, for some of the entries so far:
Compound	A549 tox
CN(C)S(=O)(=O)c1cccc(C(=O)NCC2CCCCC2)c1	3%
CC1(C)NC(=O)N(CC(=O)N2CCN(S(=O)(=O)c3ccccc3C(F)(F)F)CC2)C1=O	-12%
